# hERG WT inh – qHTS for Inhibitors of KCHN2 3.1: Wildtype qHTS; AID 720551, 2013; activity change, % at 1.84 µM; actives 0.37% (n = 340,000); Voltage-gated inwardly rectifying potassium channel KCNH2 (Homo sapiens), Q12809; U2OS, BacMam KCNH2, thallium flux FluxOr; stronger effect = lower value;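 active means maximum activity change below -70%; inconclusive means maximum activity change between -70% and -50%; inactive means maximum activity change above -50%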
#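 U2OS cells were transduced with wild-type KCNH2 virus (2.03 x 10^8 / mL) for 4 h at room temperature, then cultured overnight at 37 C. Thallium flux was read with FluxOr dye. Rate constants were normalized to DMSO controls.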
# Giardia kill – Small Molecules that selectively kill Giardia lamblia: qHTS. AID 540267, 2011. activity change, % at 7.66 µM, hits read low. actives 0.15% (n = 340,000). Giardia lamblia trophozoite viability; in the data active means activity change below about -80%; inconclusive means between about -30% and that limit;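 further: parasites exposed to compound for two days anaerobically before the ATP read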
#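 Trophozoite viability was measured as ATP-dependent luminescence, read 15-30 min after reagent addition. Before that, parasites at 100 cells/well were exposed to compounds for 48 h, anaerobically, at 37 deg C.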
# GALK inh – qHTS Assay for Inhibitors of Human Galactokinase (GALK). actives 0.007% (n = 270,000). AID 1868, 2009. Potency, µM (titrated, usually from 57.5 µM), inactives show at the highest dose activity change, negative = inhibition, actives largely listed as inhibitors. P51570. Purified GALK, Kinase-Glo residual ATP luminescence; further: potency means the concentration at half of the fitted maximal effect
#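 The enzyme phosphorylates galactose (100 uM) using ATP (35 uM); inhibition is detected as higher residual ATP, quantified by bioluminescence after 1 h reaction at room temperature, pH 8.0.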
# Eya2 inh – qHTS Assay for Inhibitors of the Phosphatase Activity of Eya2 | recombinant Eya2, OMFP fluorescence dephosphorylation (OMFP is methylfluorescein phosphate) | Potency, µM (titrated, usually from 76.9 µM), for the others: at the highest dose activity, negative = inhibition, actives largely listed as inhibitors | actives 0.006% (n = 330,000); further: potency means the concentration at half of the fitted maximal effect
#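 Eya2 protein (added as 0.2 uM solution) was preincubated with compound for 10 min at ambient temperature in 50 mM HEPES pH 7.5, 50 mM NaCl, 5 uM MgCl2, 0.05% BSA, 1 mM DTT. OMFP (added at 50 uM) then reacted 10 min; fluorescence read at 485/525 nm.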
# USP2a inh – qHTS Assay for Inhibitors of Ubiquitin-specific Protease USP2a Using CHOP2 as the Reporter; Ubiquitin carboxyl-terminal hydrolase 2 (Homo sapiens), O75604; Potency, µM (top dose mostly 38.3 µM), without a hit: at the top dose activity change, negative = inhibition, most hits filed as inhibitors; actives 0.01% (n = 330,000); AID 463254, 2010; USP2 core, Ub-CHOP2 coupled fluorogenic reporter, 485/531;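 further: potency means the concentration at half of the fitted maximal effect; plate controls were DMSO wells for no effect and full inhibition by NEM control for full effect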
# Target sequence (O75604 whole entry, looked up): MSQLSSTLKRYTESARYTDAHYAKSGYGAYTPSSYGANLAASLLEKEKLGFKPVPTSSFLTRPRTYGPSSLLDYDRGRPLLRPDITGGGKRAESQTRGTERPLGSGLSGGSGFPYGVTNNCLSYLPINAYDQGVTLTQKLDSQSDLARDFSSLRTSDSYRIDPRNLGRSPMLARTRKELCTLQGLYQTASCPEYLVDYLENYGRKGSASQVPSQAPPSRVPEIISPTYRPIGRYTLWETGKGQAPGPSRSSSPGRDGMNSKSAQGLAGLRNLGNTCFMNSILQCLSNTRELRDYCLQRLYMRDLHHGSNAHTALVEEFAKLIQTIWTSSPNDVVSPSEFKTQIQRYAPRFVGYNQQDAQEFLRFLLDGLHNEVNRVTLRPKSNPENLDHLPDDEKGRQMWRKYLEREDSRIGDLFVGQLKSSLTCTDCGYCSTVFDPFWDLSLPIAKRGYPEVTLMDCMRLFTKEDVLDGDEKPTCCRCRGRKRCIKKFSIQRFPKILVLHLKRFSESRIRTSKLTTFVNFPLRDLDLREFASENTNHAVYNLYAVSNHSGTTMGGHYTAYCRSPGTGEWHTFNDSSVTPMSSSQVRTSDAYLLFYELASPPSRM
#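 Deubiquitinase activity read as fluorescence (485/531 nm) after Ub-CHOP2 cleavage activates the enterokinase reporter on its substrate; USP2 core 10nM, Ub-CHOP2 and substrate 25nM each, 30min compound preincubation then 60min RT; data normalized to NEM, curves fitted.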
# B2AR arrestin – qHTS assay of beta-arrestin-biased ligands of beta2-adrenergic receptor | actives 0.02% (n = 330,000) | beta-arrestin recruitment to beta2AR, cell-based reporter | Potency, µM (doses to about 46.1 µM), without a hit: top-dose activation, hits mostly activators;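 further: potency means the concentration at half of the fitted maximal effect; 0% = DMSO controls and full agonism = EC100 isoproterenol or metaproterenol; nearly all actives have a fitted effect of over 65% in size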
# Target sequence (P07550 whole entry, looked up): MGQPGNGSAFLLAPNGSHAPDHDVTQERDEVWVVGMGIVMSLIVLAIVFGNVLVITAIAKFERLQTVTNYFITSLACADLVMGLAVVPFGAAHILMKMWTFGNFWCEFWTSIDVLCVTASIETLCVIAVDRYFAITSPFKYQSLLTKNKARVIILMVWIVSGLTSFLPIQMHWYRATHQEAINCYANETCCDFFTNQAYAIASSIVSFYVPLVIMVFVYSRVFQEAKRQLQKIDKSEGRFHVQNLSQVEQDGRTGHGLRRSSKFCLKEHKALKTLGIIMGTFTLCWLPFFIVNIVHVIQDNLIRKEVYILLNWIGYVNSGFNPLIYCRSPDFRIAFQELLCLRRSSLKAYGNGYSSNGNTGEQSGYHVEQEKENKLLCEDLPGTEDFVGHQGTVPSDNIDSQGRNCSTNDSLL
# Chronic BCR inh – qHTS Assay to Find Inhibitors of Chronic Active B-Cell Receptor Signaling. ABC-DLBCL IkBa-CBG/CBR reporter, luminescence ratio, 4 h. actives 0.05% (n = 340,000). Potency, µM (series often up to 46.1 µM), for the others: top-dose ratio change, negative = lower green/red ratio, most hits filed as inhibitors; active means well fitted inhibition curve with a large enough effect in the signal ratio, with a control signal flat, not every such curve was filed as active; inconclusive means small, poorly fitted or top-dose-only effect, or effect the other way, or a change in a side signal; the % refers to the signal ratio;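 further: potency means the concentration at half of the fitted maximal effect; plate controls were basal doxycycline-induced cells for no effect and cells given 10 µM MG132 for full effect; MG132 reads +100%, hits lower the ratio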
#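 Compounds up to 46 uM were incubated four hours with TMD8 cells whose green CBG68 luciferase is fused to IkappaBalpha; red CBR luminescence normalised the signal, and concentration-effect curves were fitted to fusion, red and ratio data.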
# Coupling enz – qHTS Assay for Inhibitors of Fructose-1,6-bisphosphate Aldolase from Giardia Lamblia: Coupling assay counterscreen; coupling enzyme system counterscreen, AmpLite Red fluorescence; AID 2472, 2010; activity change, negative = inhibition, % at 58.2 µM, hits read low; actives 0.67% (n = 290,000); in the data active means activity change below about -30%
#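 Compounds tested against the coupling enzymes alone at 57.5 uM final; readout was AmpLite Red fluorescence (525/598 nm) after 20 min at RT.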
# KCNH2 3.1 inh – qHTS for Inhibitors of KCHN2 3.1: Mutant qHTS; U2OS KCNH2 3.1, thallium flux FluxOr; stronger effect = lower value; activity change, % (tested at about 1.8 µM); actives 0.95% (n = 340,000);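 active means maximum activity change below -70%; inconclusive means maximum activity change from -70% to -50%; inactive means maximum activity change above -50%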;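 further: thallium influx rate constant from kinetic fluorescence after stimulation buffer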
#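 U2OS cells transduced with KCNH2 3.1 mutant virus (1.77 x 10^8 /mL, 4 h), plated overnight at 37 C, loaded 45 min with FluxOr dye plus Red40 quencher. Thallium flux rate constant from kinetic reads after stimulation buffer, normalised to controls.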
# uPA surface inh – qHTS for Inhibitors of Cell Surface uPA Generation; cell surface uPA generation assay, qHTS; Potency, µM (series often up to 38.3 µM), for inactives: at the highest dose activity change, negative = inhibition, actives largely listed as inhibitors; actives 0.31% (n = 330,000); active means well fitted inhibition curve with a large enough effect; inconclusive means small, poorly fitted or top-dose-only effect; inactive means no such curve, though single readings can be large or run the other way; tested in mouse RAW 264.7 cells; further: potency means the concentration at half of the fitted maximal effect; nearly all actives have a fitted effect of over 55% in size
# PKM2 act – qHTS Assay for Activators of Human Muscle isoform 2 Pyruvate Kinase; actives 0.34% (n = 260,000); purified PKM2, Kinase-Glo ATP luminescence, activation; response scale: 0% is enzyme alone, no compound; Potency, µM (doses to about 57.5 µM), without a hit: at the top dose activation, most hits filed as activators; Pyruvate kinase PKM (Homo sapiens), P14618; AID 1631, 2009; further: potency means the concentration at half of the fitted maximal effect; nearly all actives have a fitted effect of over 55% in size
#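 ATP formation by purified human PK-M2, quantified via coupled luciferase luminescence after 1 h at room temperature with 0.1 mM ADP and 0.5 mM PEP final.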
# Numbers without * were called inactive; ? = inconclusive; / = not tested or not shown; & = joins results of further samples; [ ] = another dose, or the depositor's remark. Unless noted, the call rests on the fitted dose curve; in most records, active means well fitted curve in the direction sought with a large enough effect; inconclusive means small, poorly fitted or top-dose-only effect, or another doubt; inactive means no such curve, though single readings can be large; an effect the other way counts as inactive or inconclusive. Unless noted, on the % scale 0 is the no-effect control and ±100 the full control effect.
entry	molecule	hERG WT inh	Giardia kill	GALK inh	Eya2 inh	USP2a inh	B2AR arrestin
1	CC(=O)Nc1cccc(NC(=S)Nc2ccc(F)c(Cl)c2)c1	/	2	-4%	-3%	1%	-0.1%
2	Cc1ccc(C)c(NC(=O)COC(=O)c2cc(=O)c3ccccc3o2)c1	-1	-8	/	-24%	1%	-0.8%
3	Cc1ccc(OS(=O)(=O)c2cn(C)c(=O)n(C)c2=O)cc1C	-11	-11	1%	-6%	-1%	-0.3%
4	CC(NC(=O)CN1CCOCC1)c1ccccc1 (configuration not stated)	-5	?	-1%	-2%	1%	-0.5%
5	Cc1nnc(SCC(=O)Nc2nccs2)n1N	1	33[activator]	/	11%	2%	0.1%
6	CC1CN(S(=O)(=O)c2cccc(C(=O)Nc3ccccc3N3CCOCC3)c2)CC(C)O1 (configuration not stated)	-10	-3	/	8%	2%	-1.8%
7	CCSc1nnc(NC(=O)c2ccccc2)s1	6	-3	/	12%	0%	-0.7%
8	O=C(Cc1coc2cc3c(cc12)CCC3)NC1CCCCCCC1	12	-3	0%	-10%	1%	-0.1%

entry	Chronic BCR inh	Coupling enz	KCNH2 3.1 inh	uPA surface inh	PKM2 act
1	?	-1	-6	-4%	-4%
2	?	/	24	7%	/
3	3%	3	9	0%	12%
4	1%	1	2	8%	1%[11.5 µM]
5	3%	/	18	1%	/
6	-16%	/	-42	0%	/
7	?	-8	-2	-4%	-4%
8	5%	9	1	2%	-1%

# (continued)
entry	molecule	hERG WT inh	Giardia kill	GALK inh	Eya2 inh	USP2a inh	B2AR arrestin
9	COc1cc(SC)ccc1C(=O)N1CCc2ccccc21	-10	6	2%	-21%	1%	-0.2%
10	CCN1C(=O)c2ccccc2Sc2ccc(C(=O)NCCCN(CC(C)C)CC(C)C)cc21	22	2	/	-24%	-2%	-0.1%
11	COC(=O)C1CCN(C(=O)C2CCN(C(=O)[C@H](C)NS(=O)(=O)c3ccc(C)cc3)CC2)CC1	0	26	/	3%	3%	-0.9%
12	CCn1nc(C)c(NC(=O)c2ccc(Br)o2)c1C	5	3	/	-2%	0%	0.3%
13	Cc1ccc(S(=O)(=O)N2CCC(C(=O)N3CCc4ccccc43)CC2)cc1	23	11	0%	1%	1%	-0.4%
14	COc1ccccc1CNC(=O)C1CCN(S(=O)(=O)c2cccc3nonc23)CC1	-3	-8	-2%	-5%	6%	-0.3%
15	COC(=O)CN1C(=O)C(O)(CC(=O)c2ccc(Br)cc2)c2ccccc21 (configuration not stated)	6	-2	0%	4%	2%	-0.2%
16	C/C(=N\Nc1ncc(Cl)cc1Cl)c1ccc(N2CCOCC2)cc1	4	15	1%	-19%	0%	?

entry	Chronic BCR inh	Coupling enz	KCNH2 3.1 inh	uPA surface inh	PKM2 act
9	-4%	-6	5	1%	2%
10	2%&-3%	1	-16	-2%	/
11	-10%	1	5	0%	1%
12	0%	1	1	-3%	-3%
13	7%	/	/	2%	4%
14	10%	-3	-12	2%	-2%
15	5%	1	14	0%	-4%
16	?	1	-5	4%	-23%

# Going on with the list.
entry	molecule	hERG WT inh	Giardia kill	GALK inh	Eya2 inh	USP2a inh	B2AR arrestin
17	CCSc1nc(-c2ccccc2)c(-c2ccccc2)n1CC(O)CO (configuration not stated)	1	7	13%	-3%	0%	-0.4%
18	O=C(CC(Nc1ccc(F)cc1)c1ccccc1)c1ccccc1 (configuration not stated)	-6	26	0%	-6%	-6%	0.6%
19	O=C(NCCC1=CCCCC1)c1cc(-c2ccncc2)nc2ccccc12	-14	-23	0%	-2%	0%	0.2%
20	O=C(O)C1C2C=CC3(CN(Cc4ccco4)C(=O)C13)O2 (configuration not stated)	4	?	0%	-1%	2%	0.0%
21	COc1ccc(CCNC(=O)CSc2ccccn2)cc1	-8	9	3%	-7%	-1%	-0.1%
22	COc1cccc(N2C(=O)C3C(C2=O)C2C=CC3C23CC3)c1 (configuration not stated)	-1	-24	0%	-25%	0%	-0.3%
23	COc1cc(C(C)=O)ccc1OCC(=O)OC(C)C(=O)c1ccc(F)cc1 (configuration not stated)	-4	-12	/	-1%	-9%	0.0%
24	COc1ccccc1Oc1c(C)oc2cc(OC(=O)c3ccco3)ccc2c1=O	3	-2	-5%	-27%	1%	-0.4%

entry	Chronic BCR inh	Coupling enz	KCNH2 3.1 inh	uPA surface inh	PKM2 act
17	?	3	2	12%	-1%
18	?	-3	-15	-1%	-10%
19	?	0	-50	1%	/
20	-3%	4	-11	7%	-12%
21	2%	5	2	0%	6%
22	6%	1	-2	-1%	-2%
23	8%	/	-15	-18%	/
24	-5%	-1	11	/	-1%

# (further entries)
entry	molecule	hERG WT inh	Giardia kill	GALK inh	Eya2 inh	USP2a inh	B2AR arrestin
25	CCCCC(c1nnnn1CC1CCCO1)N1CCN(c2nc3ccccc3s2)CC1 (configuration not stated)	8	11	4%	-5%	2%	-0.6%
26	CCOC(=O)CNc1nc(Cl)c(C#N)s1	10	-7	3%	-6%	-2%	-0.1%
27	CC(C)Nc1nc(NC(C)C)nc(SCCOC(=O)Nc2ccc(Cl)cc2Cl)n1	-17	4	/	2%	2%	-1.3%
28	CC1CCCC(NCC(O)COC(c2ccc(F)cc2)c2ccc(F)cc2)C1C (configuration not stated)	-7	1	-2%	-3%	-2%	0.0%
29	Nn1c(SCC(=O)Nc2ccccc2F)nnc1C1CCCCC1	-3	42[activator]	5%	1%	1%	0.0%
30	COc1ccc(C(=O)O/N=C(\N)c2ccc(OC)c(OC)c2)cc1	11	18	/	-17%	1%	-0.1%
31	CSc1nc(C)c(C(=O)C[n+]2ccc(C)cc2)cc1C#N	-8	-14	13%	7%	-5%	0.0%
32	O=S(=O)(Nc1ccc(Cl)cn1)c1cccs1	-7	?	2%	0%	0%	-0.3%

entry	Chronic BCR inh	Coupling enz	KCNH2 3.1 inh	uPA surface inh	PKM2 act
25	-1%	1	-5	-3%	4%
26	3%	2	-7	-3%	-11%
27	?	0	9	7%	7%
28	?	-1	-48	3%	1%
29	4%	-1	-8	7%	1%[0.46 µM]
30	1%	2	19	-20%	/
31	?	0	2	10%	0%
32	-8%	1	10	3%	/

# Entries of single compounds as entered above:
# Shown for `CSc1nc(C)c(C(=O)C[n+]2ccc(C)cc2)cc1C#N` : hERG WT inh: -8; Giardia kill: -14; GALK inh: 13%; Eya2 inh: 7%; USP2a inh: -5%; B2AR arrestin: 0.0%; Chronic BCR inh: ?; Coupling enz: 0; KCNH2 3.1 inh: 2; uPA surface inh: 10%; PKM2 act: 0%
# Shown for `O=S(=O)(Nc1ccc(Cl)cn1)c1cccs1` : hERG WT inh: -7; Giardia kill: ?; GALK inh: 2%; Eya2 inh: 0%; USP2a inh: 0%; B2AR arrestin: -0.3%; Chronic BCR inh: -8%; Coupling enz: 1; KCNH2 3.1 inh: 10; uPA surface inh: 3%; PKM2 act: /

# The list continues:
entry	molecule	hERG WT inh	Giardia kill	GALK inh	Eya2 inh	USP2a inh	B2AR arrestin
33	O=C(CN1C(=O)S/C(=C\c2ccccc2)C1=O)NC1CCS(=O)(=O)C1 (configuration not stated)	-3	9	-3%	3%	1%	0.4%
34	S=C(NCC1CCCO1)NC12CC3CC(CC(C3)C1)C2 (configuration not stated)	8	8	-2%	-7%	3%	-0.2%
35	CNCCCc1[nH]nc(N)c1C#N	-10	19	-4%	-1%	3%	0.0%
36	CCOC(=O)C1=C(C)NC(C)=C(C(=O)OCC)C1C(=O)OCC(=O)N1CCCCC1CC (configuration not stated)	-2&-8	21&-10	-3%	19%	2%	-0.2%
37	Cc1ccc(OCC(=O)NNC(=O)c2cccnc2)cc1C	-8	17	8%	-20%	0%	0.2%
38	CN1CCN(CCCn2cnc3c(=O)oc4ccccc4c32)CC1	-16	-4	0%	12%	2%	-0.3%

entry	Chronic BCR inh	Coupling enz	KCNH2 3.1 inh	uPA surface inh	PKM2 act
33	?	/	4	-4%	/
34	-18%	1	-4	3%	-6%
35	0%	-2	4	4%	-3%
36	-16%	3	13	3%&1%	-2%
37	-3%	5	-2	2%	-12%
38	3%	3	-11	1%	-8%

# Assay outcomes: PubChem, National Center for Advancing Translational Sciences (NCATS)
